# Screening data as filed in PubChem BioAssay.
# aDG glyco up: increases alpha dystroglycan glycosylation; activation, % at 10 µM; 360,000 tested, 0.22% active; Pro5-aDG cells, alpha-DG glycosylation AlphaScreen (IIH6); 0% Pro5, 100% B10-LARGE cell signal;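 active means activation of at least 8% versus controls, or a plate z-score of at least 8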;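 further: Pro5 are CHO cells carrying HIG-tagged alpha-DG that lacks glycosylation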
# m5-HT2A agonist: agonists of mouse serotonin 5-HT2A receptor (HTR2A); P35363; activation, % at 7.6 µM; AID 624169; 360,000 tested, 0.66% active; CHO-K1 mHTR2A beta-arrestin complementation, luminescence; percent of 30 µM serotonin response;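 active means activation above a run cutoff, the mean activation of all tested compounds plus 3 SD, cut at about 14% in these data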;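 further: 0% = plate median of compound wells and 100% = 30 µM serotonin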
# Target sequence (P35363 whole entry, looked up): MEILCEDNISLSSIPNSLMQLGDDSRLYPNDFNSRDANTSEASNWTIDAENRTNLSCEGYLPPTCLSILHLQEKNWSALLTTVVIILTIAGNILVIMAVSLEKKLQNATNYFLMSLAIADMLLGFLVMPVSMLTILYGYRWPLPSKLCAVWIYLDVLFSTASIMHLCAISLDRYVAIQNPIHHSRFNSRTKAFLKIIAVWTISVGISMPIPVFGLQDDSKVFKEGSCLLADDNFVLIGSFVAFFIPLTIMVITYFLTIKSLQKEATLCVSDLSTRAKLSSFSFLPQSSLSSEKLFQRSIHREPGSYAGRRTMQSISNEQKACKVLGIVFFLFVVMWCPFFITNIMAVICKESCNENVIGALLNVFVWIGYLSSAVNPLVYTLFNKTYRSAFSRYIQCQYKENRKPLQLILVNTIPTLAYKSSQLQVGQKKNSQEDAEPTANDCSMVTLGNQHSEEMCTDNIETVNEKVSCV
# PDI inh: inhibitors of human protein disulfide isomerase | P07237 | PDI insulin aggregation turbidity, A650, 90 min | inhibition, % at 10 µM | 350,000 tested, 0.052% active | AID 588391;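 active means mean inhibition across replicates of 30% or more, whatever share of single replicates reach that level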;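 further: absorbance from insulin aggregation driven by PDI reduction with DTT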
# MC4R ag barr: human MC4R agonism via beta-arrestin | P32245 | U2OS MC4R beta-arrestin complementation, luminescence; percent of melanotan II response, DMSO zero | activation, % at 8.9 µM | 360,000 tested, 0.98% active | AID 540308;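 active means activation above a per-plate cutoff, the mean activation of sample wells on that plate plus 3 SD, cut at about 8% in these data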
# Target sequence (P32245 whole entry, looked up): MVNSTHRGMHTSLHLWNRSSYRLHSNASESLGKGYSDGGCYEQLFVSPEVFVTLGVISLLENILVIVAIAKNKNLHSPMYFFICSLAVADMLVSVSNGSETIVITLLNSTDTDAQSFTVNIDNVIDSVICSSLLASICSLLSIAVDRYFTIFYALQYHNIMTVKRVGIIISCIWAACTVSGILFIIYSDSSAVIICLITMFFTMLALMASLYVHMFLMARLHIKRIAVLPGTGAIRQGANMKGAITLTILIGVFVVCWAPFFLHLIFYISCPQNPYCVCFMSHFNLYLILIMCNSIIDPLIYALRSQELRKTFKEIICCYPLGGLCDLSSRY
# H9c2 protect: protects H9c2 cardiomyocytes from peroxide injury; AID 588492; protection from H2O2 cell death, % at 20 µM; 360,000 tested, 0.63% active; H2O2 injury protection, ATPLite, 2 h;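 active means compounds giving at least 50% protection of heart cells from peroxide-induced death in the single-dose screen, raw or plate-pattern-corrected value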;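 further: 0% = DMSO wells with peroxide and 100% = DMSO wells without peroxide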
# CaV13 ICDI inh: Disruptors of the CACNA1D IQ motif to Ca2+-dependent inactivation inhibitor domain association, primary screening, Förster resonance energy transfer in intact living …. HEK cells, CFP/YFP FRET ICDI-IQ, plate reader, 10 min; percent FRET-ratio fall versus neutral wells. inhibition, % at 12.3 µM. 340,000 tested, 0.098% active;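 active means mean replicate inhibition of at least 30% and at least 1% of replicates passing that level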;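 further: 0% = median of the neutral control wells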
# Vif imaging: HIV Vif inhibition; AID 602346; inhibition, % at 7.49 µM; 340,000 tested, 0.35% active; HEK293T cells, Vif self-association by quenched fluorescence, imaging, 24 h; in the data active means inhibition above about 50%, passing the limit was not always enough; further: some results filed as inactive read as strong as hits
# Glyco luc inh: blocks N-linked glycosylation in D54 reporter cells; D54 ERlucT glycosylation luciferase reporter, 24 h; percent of 100 nM tunicamycin response; reporter increase, % at 12.5 µM; 360,000 tested, 0.23% active;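 active means mean luciferase reporter signal, scaled so untreated is 0 and the glycosylation-blocking control 100, at or above a set limit in every replicate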;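 further: luciferase carries N-glycosylation sites so blocking glycosylation raises the light; 0% = median of neutral control wells and 100% = median of 100 nM tunicamycin wells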
# ABCB6 inh MLPCN: human ABCB6 transporter inhibition | Q9NP58 | K562-ABCB6 porphyrin accumulation, flow cytometry, 1 h; active compounds read low | fluorescence ratio to DMSO, % at 10 µM | 360,000 tested, 0.19% active | AID 602162;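 active means fluorescence ratio to DMSO below 75%, the collection mean minus 3 SD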;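 further: signal is porphyrin accumulated inside mitochondria; 100% equals median channel fluorescence of DMSO control wells; lower ratio means ABCB6 inhibition with less porphyrin fluorescence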
# MC4R antagonist: human MC4R antagonism in cAMP assay | P32245 | MC4R-expressing cells, MTII-stimulated cAMP, LANCE TR-FRET | inhibition, % at 6.5 µM | 360,000 tested, 0.48% active | AID 540295;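 active means inhibition above its plate's cutoff, the mean of tested wells on that plate plus 3 SD, cut at about 29% in these data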;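 further: 0% = Melanotan II alone and 100% = Melanotan II plus saturating MCL0020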
#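 Assay system: U2OS-MC4R stable cell line; Also added: Melanotan II; Technique: Eu-cAMP/anti-cAMP TR-FRET, emission 671 nm; Times: 30-min compound, 1-h challenge, 1-h detection, room temperature.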
# * = called active by the depositor; . = not tested or not shown.
1	COc1ccc(C(=O)N2CCC(C(=O)Nc3ccccc3OC)CC2)cc1
2	C=CCNC(=O)CN(Cc1ccccc1)S(=O)(=O)c1ccccc1
3	CC(C)(C)Cc1nc(-c2ccc(Cl)cc2)no1
4	Clc1ccccc1-c1cnc2sc(NCc3ccc4c(c3)OCO4)nn12
5	COc1cc(O)c(C(CC(=O)N2CCCC2)c2ccc(N(C)C)cc2)c(OC)c1 (centres undefined)
6	CCC(CC)COC(=O)C(C#N)c1nc2ccccc2nc1N1CCOCC1 (centres undefined)
7	Cc1cccc(C)c1NC(=O)NC1(C(=O)NCC2CCCO2)CCCCC1 (centres undefined)
8	CC1=C(C(=O)OCc2ccc3c(c2)OCO3)C(c2ccccc2)NC(=O)N1 (centres undefined)

screen / no.,1,2,3,4,5,6,7,8
aDG glyco up,-0.1,-0.1,-0.2,1.6,-0.2,-0.3,-0.1,0.1
m5-HT2A agonist,1,-2,1,-2,-2,-3,-9,4
PDI inh,-4,-8,1,16,-1,7,6,-2
MC4R ag barr,-1.2,0.1,-1.7,22*,-0.2,-1.7,1.5,-2.7
H9c2 protect,-1,-2,1,-2,-2,-1,12,7
CaV13 ICDI inh,-5,-6,-6,-7,-6,-10,-2,-5
Vif imaging,1,2,10,6,74*,11,-31,-6
Glyco luc inh,1,-2,4,-1,1,-7,1,-15
ABCB6 inh MLPCN,87,95,99,106,99,88,98,96
MC4R antagonist,-2,0,12,-5,7,1,-1,5

# Records 3 through 8 from above:
3	CC(C)(C)Cc1nc(-c2ccc(Cl)cc2)no1
4	Clc1ccccc1-c1cnc2sc(NCc3ccc4c(c3)OCO4)nn12
5	COc1cc(O)c(C(CC(=O)N2CCCC2)c2ccc(N(C)C)cc2)c(OC)c1 (centres undefined)
6	CCC(CC)COC(=O)C(C#N)c1nc2ccccc2nc1N1CCOCC1 (centres undefined)
7	Cc1cccc(C)c1NC(=O)NC1(C(=O)NCC2CCCO2)CCCCC1 (centres undefined)
8	CC1=C(C(=O)OCc2ccc3c(c2)OCO3)C(c2ccccc2)NC(=O)N1 (centres undefined)

screen / no.,3,4,5,6,7,8
aDG glyco up,-0.2,1.6,-0.2,-0.3,-0.1,0.1
m5-HT2A agonist,1,-2,-2,-3,-9,4
PDI inh,1,16,-1,7,6,-2
MC4R ag barr,-1.7,22*,-0.2,-1.7,1.5,-2.7
H9c2 protect,1,-2,-2,-1,12,7
CaV13 ICDI inh,-6,-7,-6,-10,-2,-5
Vif imaging,10,6,74*,11,-31,-6
Glyco luc inh,4,-1,1,-7,1,-15
ABCB6 inh MLPCN,99,106,99,88,98,96
MC4R antagonist,12,-5,7,1,-1,5

# (cont.)
9	COc1ccc(CN2CC(C(=O)NCCN3CCOCC3)CC2=O)cc1 (centres undefined)
10	NC1=NC(c2cn[nH]c2-c2cccc(F)c2)n2c(nc3ccccc32)N1 (centres undefined)
11	CCCc1ccc2c(N)c(C#N)sc2n1
12	O=C(CN1CCN(CN2C(=O)NC3(CCCCCC3)C2=O)CC1)Nc1cccc(F)c1
13	CC(C)(C)c1ccc(OC(=O)c2ccccc2)cc1
14	O=C(COc1ccc2ccccc2c1Br)N1CCCCC1
15	COc1ccc(S(=O)(=O)N2CCOCC2)cc1Cl
16	CCOC(=O)CSc1nnc(-c2ccc3ncccc3c2)n1C

screen / no.,9,10,11,12,13,14,15,16
aDG glyco up,0.0,0.4,-0.1,0.0,0.0,-0.1,0.1,0.1
m5-HT2A agonist,3,5,0,-4,4,3,-3,3
PDI inh,-6,3,1,10,-2,6,-2,10
MC4R ag barr,2.4,-1.0,-0.6,-1.4,-0.4,-1.9,-0.8,-2.5
H9c2 protect,0,6,-6,-5,-8,-4,3,15
CaV13 ICDI inh,-5,2,-10,-19,-16,.,.,2
Vif imaging,-14,0,6,17,.,-8,-2,11
Glyco luc inh,3,0,7,0,-1,-4,3,1
ABCB6 inh MLPCN,99,104,101,98,93,94,109,99
MC4R antagonist,-1,6,5,4,-2,-1,6,-2

17	O=C(NC1CCCC1)c1cccc(S(=O)(=O)Nc2ccccc2F)c1
18	CN(C(=O)COC(=O)c1ccc(Cl)cc1N)C1CCCCC1
19	COc1ccc(C(c2nnnn2Cc2ccccc2)N2CCN(C(=O)c3ccco3)CC2)cc1 (centres undefined)
20	COc1cc(C(=O)Nc2ccc3nc(N4CCOCC4)sc3c2)cc(OC)c1OC
21	COc1ccc(CCNC(=O)C2CCN(S(=O)(=O)c3cccc4nsnc34)CC2)cc1OC
22	CC(=O)N1CCN(C(=O)c2ccc(S(=O)(=O)Nc3cccc(C(F)(F)F)c3)cc2)CC1
23	Cc1ccccc1-n1c(-c2ccc(Br)o2)n[nH]c1=S
24	CCOC(=O)/C(C#N)=C/c1c(N2CCN(c3cccc(Cl)c3)CC2)nc2c(C)cccn2c1=O

screen / no.,17,18,19,20,21,22,23,24
aDG glyco up,-0.2,-0.1,0.2,0.0,-0.1,0.0,0.0,-0.2
m5-HT2A agonist,6,10,3,-5,-5,1,5,0
PDI inh,3,-3,1,-3,6,-8,-1,-27
MC4R ag barr,-1.2,-1.8,0.2,1.8,-0.1,0.3,-2.7,-1.6
H9c2 protect,3,-10,23,16,14,0,4,10
CaV13 ICDI inh,-2,-2,-1,-5,.,-16,-5,-17
Vif imaging,-4,-7,13,20,.,13,18,-6
Glyco luc inh,3,1,-3,2,-3,-2,2,-3
ABCB6 inh MLPCN,92,97,96,97,100,105,105,97
MC4R antagonist,-5,4,-4,-2,0,3,-3,6

25	COc1ccc(NC(=O)CCCOc2ccc(C(C)=O)cc2)cc1S(=O)(=O)N1CCCCC1
26	C=CCOc1c(CNc2nccs2)cccc1OCC
27	CC1=C(C(=O)OCc2ccccc2)C(c2ccccc2-c2ccccc2)NC(=O)N1CCCCCC(=O)O (centres undefined)
28	CCn1c(=O)n(CC(=O)NCC2CCCO2)c(=O)c2c3c(sc21)COC(C)(C)C3 (centres undefined)
29	Cc1ccc(C(=O)N2CCCCC2C(=O)O)cc1S(=O)(=O)N1CCCCC1 (centres undefined)
30	CC(C)CC(OC(=O)c1cccs1)C(=O)NCC1CCCO1 (centres undefined)
31	Cc1ccc(C(=O)N2CCN(c3cc4c(cc3[N+](=O)[O-])n(C)c(=O)n4C)CC2)cc1
32	CC(=O)c1ccc(S(=O)(=O)N2CCN(S(=O)(=O)c3ccccc3C(F)(F)F)CC2)cc1

screen / no.,25,26,27,28,29,30,31,32
aDG glyco up,0.1,-0.2,0.0,-0.1,0.3,-0.2,0.6,-0.1
m5-HT2A agonist,-3,4,-2,1,-2,5,-9,-2
PDI inh,1,5,-49,6,1,12,4,-7
MC4R ag barr,-0.5,-0.3,-0.7,-1.3,-1.0,0.3,-3.4,-2.4
H9c2 protect,9,-1,3,1,-1,6,4,-5
CaV13 ICDI inh,-5,-5,-3,-7,-17,-5,-10,-19
Vif imaging,-29,0,4,1,1,-5,2,-18
Glyco luc inh,1,0,4,2,0,1,1,-1
ABCB6 inh MLPCN,99,106,96,102,107,98,86,97
MC4R antagonist,-2,-7,11,-1,8,0,3,5

33	COc1cc(/C=N/NC(=O)CC#N)cc(Br)c1O
34	Clc1cccc(Cl)c1Cn1cc(Br)cn1
35	CCOC(=O)COn1c(=O)c(-c2ccc(Br)cc2)[n+]([O-])c2ccccc21
36	Cc1nc2sc(C(c3ccccc3)N3CCN(C)CC3)c(O)n2n1 (centres undefined)
37	O=C(CN1CCN(S(=O)(=O)c2ccc(Cl)cc2)CC1)c1ccc(O)c(O)c1
38	C[C@H](NC(=O)c1ccco1)C(=O)Nc1ccc(S(=O)(=O)N2CCCC2)cc1
39	CCOc1cc(C(=O)NC(CC(=O)O)c2ccc(OC3CCCC3)cc2)cc(OCC)c1OCC (centres undefined)
40	Cc1cc(C)nc(NC(=O)Nc2ccc3c(c2)OCO3)c1

screen / no.,33,34,35,36,37,38,39,40
aDG glyco up,-0.2,-0.2,0.1,-0.1,0.1,-0.1,0.4,-0.1
m5-HT2A agonist,0,2,-6,-11,0,-3,1,2
PDI inh,0,0,-18,.,13,-1,-3,-6
MC4R ag barr,-1.0,-1.1,2.3,-0.5,0.9,1.8,0.6,3.7
H9c2 protect,-2,5,4,11,45,-8,-9,-8
CaV13 ICDI inh,0,-8,-3,-5,.,-4,-5,-4
Vif imaging,0,1,-7,8,8,.,8,-2
Glyco luc inh,-1,-1,3,0,-4,-1,1,-6
ABCB6 inh MLPCN,101,92,93,92,95,91,94,100
MC4R antagonist,-7,-2,16,2,-3,-2,5,-3

41	COc1cc(/C=N/NC(=O)c2cccnc2)cc(Br)c1O
42	Cc1ccc(C(=O)O/N=C(\N)c2nonc2N)cc1
43	COc1cc2ncnc(NCc3ccc(F)cc3)c2cc1OC
44	COC(=O)Cn1c2ccc(C)cc2c2nc3ccccc3nc21
45	COc1ccc(/C=c2\sc3nc(-c4ccccc4)c(-c4ccccc4)n3c2=O)cc1OC
46	CCCc1nnc(NS(=O)(=O)c2ccccc2)s1
47	CCCCn1nnc(NC(=O)CC23CC4CC(CC(C4)C2)C3)n1
48	CCOc1ccc(-c2c(C(=O)N/N=C/c3ccc(O)cc3)nnn2-c2nonc2N)cc1

screen / no.,41,42,43,44,45,46,47,48
aDG glyco up,-0.2,-0.2,0.3,0.0,0.3,0.1,0.1,-0.1
m5-HT2A agonist,0,3,-1,-2,-3,0,7,-5
PDI inh,4,5,5,14,-1,7,-7,7
MC4R ag barr,1.3,-0.6,-0.8,0.1,-1.5,-0.3,-2.1,-2.2
H9c2 protect,3,-14,-1,-3,-3,2,8,-2
CaV13 ICDI inh,-5,-2,-18,-5,0,-5,.,-15
Vif imaging,-1,-2,-2,5,2,15,-2,-3
Glyco luc inh,0,1,3,0,-1,2,-5,3
ABCB6 inh MLPCN,104,106,103,96,111,96,103,96
MC4R antagonist,-15,4,11,2,1,-3,10,-2

49	CCCCc1cc(=O)oc2cc(O)ccc12
50	CCOC(=O)CSc1nnc(-c2ccc(S(=O)(=O)NCc3cccs3)cc2)o1
51	O=C(O)c1ccc2c(c1)S(=O)(=O)N=C1CCCCCN12
52	CC1CN(S(=O)(=O)c2cccc(C(=O)N(CCc3ccccc3)Cc3ccccc3)c2)CC(C)O1 (centres undefined)
53	COc1ccc(CCNC(=O)COC(=O)c2cc(=O)[nH]c3ccccc23)cc1
54	CC1(C)CC(NC(=O)CCc2nnc(CCCCc3ccccc3)o2)CCO1 (centres undefined)
55	Cc1ccc(NC(=O)CC2SC(=O)NC2=O)cc1 (centres undefined)

screen / no.,49,50,51,52,53,54,55
aDG glyco up,-0.2,-0.2,-0.4,0.6,-0.1,0.3,-0.3
m5-HT2A agonist,-5,6,-1,-13,0,-1,-1
PDI inh,13,6,8,4,-7,2,0
MC4R ag barr,-1.0,3.6,-0.2,0.3,0.7,-2.2,-3.7
H9c2 protect,52*,9,5,5,4,2,-9
CaV13 ICDI inh,-6,-3,-14,.,-7,-3,-8
Vif imaging,30,0,-1,-19,2,0,-6
Glyco luc inh,-7,1,2,-6,1,0,1
ABCB6 inh MLPCN,99,102,96,95,99,91,98
MC4R antagonist,-3,39*,-1,9,-5,-1,9
